High-throughput results as filed in PubChem BioAssay.
KCNK9 inh – blocks the human KCNK9 two-pore domain potassium channel; actives 1.2% (n = 310,000); B-score at 10 µM; HEK293 KCNK9, FluxOR thallium flux fluorescence; hits give low values; AID 488922;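 active = ratio B-score over 3 SD below the library mean, with starting fluorescence within 5 SD of its mean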;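 note: negative B-score means less thallium flux so channel inhibition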
KCNQ1 pot – potentiators or activators of human KCNQ1 potassium channel | AID 2648 | P51787 | actives 0.35% (n = 310,000) | B-score at 10 µM | CHO-K1 KCNQ1, thallium flux FluxOR fluorescence; hits give high values;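 active = fluorescence ratio B-score, a plate-corrected score, at least three library SD, with initial intensity B-score within 5 SD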
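assay system = KCNQ1-transfected CHO-K1 cells | medium = assay buffer with matched DMSO | probe or stimulus = depolarizing K+/Tl+ stimulus, K2SO4 and Tl2SO4 each 12.5 mM in 5x stock | dosing = single dose | incubation = dye 90 min, compound 20 min, room temperature | detection = kinetic FluxOR fluorescence, 10 s baseline plus 110 s post-stimulus | evaluation = ratio B score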
KCNK3 inh – human KCNK3 channel inhibition, primary screen. O14649. CHO-KCNK3 thallium flux, FluxOR fluorescence; hits give low values. B-score at 10 µM. actives 0.84% (n = 340,000). AID 602410;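 active = B-score under library mean minus 4 SD, starting fluorescence ratio at most library mean plus 5 SD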;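 note: more negative B-score means stronger inhibition of thallium flux through KCNK3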
Target sequence (O14649 whole entry, looked up): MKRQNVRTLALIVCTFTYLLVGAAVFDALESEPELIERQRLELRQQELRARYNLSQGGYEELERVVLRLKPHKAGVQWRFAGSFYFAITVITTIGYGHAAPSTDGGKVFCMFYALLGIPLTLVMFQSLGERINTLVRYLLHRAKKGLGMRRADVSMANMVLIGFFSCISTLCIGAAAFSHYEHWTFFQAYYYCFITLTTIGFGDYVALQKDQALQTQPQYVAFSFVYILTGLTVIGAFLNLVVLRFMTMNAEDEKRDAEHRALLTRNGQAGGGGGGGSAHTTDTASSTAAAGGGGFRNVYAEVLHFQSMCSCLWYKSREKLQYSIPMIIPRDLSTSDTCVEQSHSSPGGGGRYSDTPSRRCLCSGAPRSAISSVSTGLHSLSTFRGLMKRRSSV
hERG rescue – hERG (human) protection from proarrhythmic block; AID 1511; CHO-hERG, FluxOR thallium flux, dofetilide IC70 present; actives 0.51% (n = 310,000); activation (rescue from dofetilide block), less the hit threshold, % at 10 µM; Q12809;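 active = activation above the mean of controls blocked by dofetilide plus 5 SD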;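 note: thallium influx through hERG after potassium depolarization seen as dye fluorescence rise; in these data hits start at about 4.7%; inactives centre near -7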
GSK3A inh – inhibitors of human GSK-3 alpha kinase; P49840; ADP-Glo luminescence, 60 min; inhibition, % at 10 µM; actives 0.1% (n = 320,000);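 in the data active = inhibition above about 50%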;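 note: GST-tagged GSK-3 alpha with peptide substrate and 25 µM ATP; 0% = DMSO neutral wells and 100% = GW8510 positive control wells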
Target sequence (P49840 whole entry, looked up): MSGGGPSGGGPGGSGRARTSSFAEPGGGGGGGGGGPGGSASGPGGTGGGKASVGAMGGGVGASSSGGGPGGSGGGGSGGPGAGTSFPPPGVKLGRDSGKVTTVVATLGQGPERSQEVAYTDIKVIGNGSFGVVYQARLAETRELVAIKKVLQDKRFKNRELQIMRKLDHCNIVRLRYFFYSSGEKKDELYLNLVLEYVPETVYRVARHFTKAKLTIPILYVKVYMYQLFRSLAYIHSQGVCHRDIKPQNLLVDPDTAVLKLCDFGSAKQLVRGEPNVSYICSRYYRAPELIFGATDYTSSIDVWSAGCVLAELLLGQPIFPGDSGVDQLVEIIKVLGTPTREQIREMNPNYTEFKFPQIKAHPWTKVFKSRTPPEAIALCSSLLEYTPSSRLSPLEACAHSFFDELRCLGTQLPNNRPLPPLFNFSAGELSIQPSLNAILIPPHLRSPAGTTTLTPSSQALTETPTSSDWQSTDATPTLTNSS
DYRK1A inh – inhibitors of rat Dyrk1A kinase. Q63470. ADP-Glo luminescence, NFATc1 peptide. inhibition, % at 12.5 µM. actives 0.43% (n = 310,000). AID 504441; in the data active = inhibition above about 50%;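 note: plate controls were vehicle with enzyme for no effect and no enzyme for full effect; many of its hits are not listed in these tables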
HDAC3 inh – inhibitors of human histone deacetylase 3. O15379. recombinant HDAC3, fluorogenic peptide/trypsin coupled, fluorescence. inhibition, % at 8.3 µM. actives 0.15% (n = 320,000); in the data active = inhibition above about 26%, passing the limit was not always enough; inconclusive = no clear call, values can overlap the other calls
KCNQ1 block – inhibitors of human KCNQ1 potassium channel. P51787. B-score at 10 µM. CHO-K1 KCNQ1, FluxOR thallium flux fluorescence; hits give high values. actives 1.3% (n = 310,000);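 active = compounds whose thallium flux B-score, printed positive for inhibition, exceeds three library SD while starting fluorescence stays within three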;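 note: channel opened by potassium depolarization with thallium stimulus after 20 min compound exposure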
RGS4 pot – potentiators or activators of RGS4 | HEK293 M3R/inducible RGS4, carbachol calcium flux Fluo4; hits give low values | B-score at 10 µM | actives 0.92% (n = 310,000) | AID 463111;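 active = B-score of the integrated calcium signal more than 4 SD below the library mean, with starting fluorescence not abnormally high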;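 note: negative B-score means reduced calcium response which marks RGS4 activation or potentiation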
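Material: M3R-expressing HEK293 line, RGS4 induced by doxycycline | Schedule: Overnight RGS4 induction, 30 min dye load 37 °C, 20 min compound RT | Measured by: Fluo4 fluorescence kinetic imaging of calcium | Read-out: Integrated calcium ratio converted to B score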
PolyA inhibitor – yeast polyadenylation inhibition; AID 1875; calls only at 12 µM; actives 0.02% (n = 300,000); S. cerevisiae SKY197-pL101 polyadenylation reporter, beta-gal luminescence; efflux-impaired pdr1/pdr3 knockout yeast; score 100 = 6 SD above DMSO;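 active = lowest replicate activity score at least 50, where 100 means six control SD above control mean; inconclusive = lowest score under 50 but half or more replicates reach 50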;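 note: yeast exposed to compound for 9 h at 30 °C; higher score means more reporter readthrough which indicates perturbed polyadenylation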
GSK3beta inhib – inhibitors of human GSK3beta kinase; AID 2097; actives 0.038% (n = 300,000); GST-GSK3beta kinase, ADP-Glo luminescence, 60 min; hits give low values; activity score (negative = inhibition), % at 10 µM; P49841;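 active = more than half of replicate wells score below -50%, meaning over 50% inhibition versus plate controls; inconclusive = some replicates but at most half score below -50%; inactive = no replicate scores below -50%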;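 note: 0% = median DMSO wells and -100% = median GW8510 positive control wells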
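Test system: GST-tagged human GSK3beta kinase, cell-free; evaluation: activity score scaled between in-plate DMSO and GW8510 controls; measured by: ADP-Glo luminescence; incubation: 60 min reaction, RT; benchmarks: DMSO and 20 µM GW8510; reagent: peptide substrate plus 25 µM ATP (final); medium: Tris/MgCl2 kinase buffer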
* = called active by the depositor; i = inactive; ? = inconclusive; · = not tested or not shown.

Molecule,KCNK9 inh,KCNQ1 pot,KCNK3 inh,hERG rescue,GSK3A inh,DYRK1A inh,HDAC3 inh,KCNQ1 block,RGS4 pot,PolyA inhibitor,GSK3beta inhib
CCOC(=O)c1c(NC(=O)COC(=O)c2ncc(Cl)c(Cl)c2Cl)sc(C(=O)N(C)C)c1C,i,i,i,-11,1,·,-1,i,i,i,-1
O=C(C1CCCN(c2ncnc3c2nc2n3CCCCC2)C1)N1CCN(c2ccccc2)CC1 (stereo unspecified),i,i,i,-16,-1,-1,2,i,i,i,0
COc1ccc(N2CC(C(=O)NCCC3=CCCCC3)CC2=O)c(OC)c1 (stereo unspecified),i,i,i,-11,-2,-5,?,i,i,i,1
Nc1ccc(Oc2ccc(Br)cc2)cc1,i,i,i,-8,2,3,-2,i,i,i,0
CCNc1nc(N)c(C(=O)c2ccc(Cl)s2)s1,i,i,i,1,98*,-4,-1,i,i,i,-90*
CCN(CC(=O)Nc1c(F)cccc1F)C(=O)CCN1C(=O)C2CC=CCC2C1=O (stereo unspecified),i,i,i,-10,0,-9,-1,i,i,i,0
CCOC(=O)N1CCN(C(=O)/C(=C/c2ccccc2OC)NC(=O)c2ccccc2)CC1,i,i,i,-8,-6,0,0,i,i,i,-1
Cn1c(=O)n(C)c2cc(/C=N/NC(=O)c3ccc(Cl)cc3)ccc21,i,i,i,-6,-1,18,·,i,i,i,0
COc1ccc(CCNc2ccc([N+](=O)[O-])cn2)cc1,i,i,i,-6,-1,-9,1,i,i,i,1
c1ccc(Sc2ncccn2)nc1,i,i,i,-8,-4,1,6,i,i,i,1
CCN1CCCC1CNC(=O)c1cn(CC)c2ccc(S(=O)(=O)N3CCCCCC3)cc2c1=O (stereo unspecified),i,i,·,-7,5,·,2,i,i,i,5
COc1ccc(C(=O)NCc2nnc(SCC(=O)N3CCC(C)CC3)o2)cc1OC,i,i,i,-6,1,2,0,i,i,i,-1
CCNC(=S)NNc1nc(N2CCOCC2)nc(N2CCOCC2)n1,i,i,i,-13,-4,-2,6,i,i,i,2
S=C(c1ccc2c(c1)OCO2)N1CCCCC1,i,i,i,-7,1,1,6,i,i,i,2
Cc1ccc(C(=O)Nc2ccc(SC(F)F)cc2)s1,i,i,i,-8,-4,1,7,i,i,i,1
S=C(Nc1ccccc1)N1CCCN1c1ccccc1,i,i,i,-5,0,-1,-2,i,i,i,3
COc1ccc2oc(C(=O)OCC(=O)N(CC(C)C)c3c(N)n(Cc4ccccc4)c(=O)[nH]c3=O)c(C)c2c1,i,i,i,-11,-3,·,-31,i,i,i,-3
C/C(=N\NC(=O)c1ccccc1Br)c1ccc(N2CCOCC2)cc1,i,i,i,-13,0,0,-2,i,i,i,1
C/C(=N/NC(=O)c1ccccn1)c1ccncc1,i,i,i,-3,0,32,4,i,i,i,-12
CCC(C)NC(=O)CN(c1ccc(OC)cc1)S(=O)(=O)c1ccccc1 (stereo unspecified),i,i,i,-4,-4,-4,-1,i,i,i,-5
O=C(N/N=C/c1cccs1)c1cccc(NC(=O)c2ccccc2Cl)c1,-9.4*,i,i,-19,·,3,6,i,i,i,0
Cc1nc2ccc(S(=O)(=O)N3CCCCC3)cc2s1,i,i,i,1,-1,-4,6,i,i,i,0
Cc1ccc(-n2nc3cc(Cl)c(NC(=O)c4ccco4)cc3n2)cc1,i,i,i,-3,0,0,3,i,i,i,2
COc1cc(/C=N/NC(=O)CNC(=O)c2ccco2)ccc1O,i,i,i,-9,0,3,1,i,i,i,-2
Cc1cccc(OCCc2nnc(N)s2)c1C,i,i,i,-12,-1,2,1,i,i,i,1
O=C(CSc1nnc(-c2cccnc2)s1)Nc1ccnc2ccccc12,i,i,i,-18,3,1,0,i,i,i,-5
Cc1nc(NCCN2CCOCC2)c2oc3ccccc3c2n1,i,i,i,-3,-7,-4,0,i,i,i,2
O=C(Nc1ccc(Cl)cc1)Nc1nnc(CSCc2ccc(Cl)cc2)s1,i,i,i,-2,-3,4,-3,i,i,i,0
Nc1nnc(CSCc2ccccc2)s1,i,i,i,-10,-1,6,1,i,i,i,3
CC(C)CN(C(=O)CSc1nnc2c(Cl)cc(C(F)(F)F)cn12)C1CCS(=O)(=O)C1 (stereo unspecified),i,i,i,-11,0,-3,3,i,i,i,-3

Records above marked active in GSK3A inh.
SMILES | KCNK9 inh | KCNQ1 pot | KCNK3 inh | GSK3A inh | DYRK1A inh | HDAC3 inh | KCNQ1 block | PolyA inhibitor | GSK3beta inhib
CCNc1nc(N)c(C(=O)c2ccc(Cl)s2)s1 | i | i | i | 98* | -4 | -1 | i | i | -90*

Following part.
Molecule,KCNK9 inh,KCNQ1 pot,KCNK3 inh,hERG rescue,GSK3A inh,DYRK1A inh,HDAC3 inh,KCNQ1 block,RGS4 pot,PolyA inhibitor,GSK3beta inhib
NS(=O)(=O)c1cc2c(cc1Cl)NC(C(Cl)Cl)NS2(=O)=O (stereo unspecified),i,i,i,-9,-3,5,1,i,i,i,4
Cc1sc2nc(COC(=O)c3c(F)cccc3F)[nH]c(=O)c2c1C,i,i,i,-8,1,2,4,i,i,i,-4
O=C1c2cccc3cccc(c23)C(=O)N1OS(=O)(=O)c1ccc(Cl)cc1,i,i,i,2,-1,4,-9,i,i,i,5
COc1cc2cc(C(=O)N3CCC(Cc4ccccc4)CC3)[nH]c2cc1OC,i,i,i,0,1,1,6,i,i,i,0
O=C(/C=C/c1ccccc1)CC(O)(c1ccccc1)C(F)(F)C(F)F (stereo unspecified),i,i,i,-8,0,6,5,i,-8.9*,i,1
O=C1/C(=C/c2ccco2)CCC1C1CCCC1 (stereo unspecified),i,i,i,-3,-3,1,5,i,i,i,0
O=C(C1CCCO1)N1CCN(C(=S)Nc2ccccc2Cl)CC1 (stereo unspecified),i,i,i,-13,-4,2,2,i,i,i,2
C/C(CC(=O)Nc1ccc2c(c1)OCCO2)=N\NC(=O)COc1ccc(Cl)c(C)c1,i,i,i,-12,-1,1,3,i,i,i,-3
COC(=O)C1=C(C)Nc2ncnn2C1c1ccc(OC(=O)c2ccccc2)cc1 (stereo unspecified),i,i,i,-6,-1,0,4,i,i,i,-1
C=CCc1ccccc1OCC(=O)N/N=C/c1ccc(OC(C)=O)cc1OC(C)=O,i,i,i,-3,10,23,1,i,i,i,-6
NC(=S)N/N=C1/CCSc2ccc3ccccc3c21,i,i,i,-12,0,6,2,i,i,i,-2
O=C(Nc1ccc2nn(-c3ccccc3)nc2c1)c1ccco1,i,i,i,-4,-1,-2,0,i,i,i,7
COc1ccc(CNS(=O)(=O)c2ccc(F)c(C(=O)Nc3ccccc3OC)c2)cc1,i,i,i,-3,-2,-12,-11,i,i,i,4
C/C(Cl)=C/Cc1c(C)[nH]c2c(ccc3ccccc32)c1=O,i,i,i,-7,-1,5,-4,i,i,i,0
C=CCC(NCCCO)c1cccc(OC)c1OC (stereo unspecified),i,i,i,-9,0,-4,7,i,i,i,3
Cc1nc2ncnn2c(C)c1CCC(=O)N1CCOCC1,i,i,i,-13,-1,9,5,i,i,i,1
O=C(O)CCC(=O)c1ccc2c(c1)CCCC2,i,i,i,-11,-4,3,-6,i,i,i,5
O=S(=O)(c1ccccc1)N1CCC(=NO)CC1,i,i,i,-3,1,1,-2,i,i,i,0
Cc1cc(C)n(CC(O)Cn2c3ccc(Cl)cc3c3cc(Cl)ccc32)c(=O)n1 (stereo unspecified),i,i,i,-9,-3,5,?,i,i,i,3
CC(C)C(=O)O/N=C(\N)c1ccccn1,i,i,i,-6,4,1,-2,i,i,i,2
CCn1ncc(Cl)c1C(=O)Nc1cc([N+](=O)[O-])ccc1OC,i,i,i,-8,-2,-2,0,i,i,i,1
CCc1ccccc1NC(=O)C1CCCN(c2nccc(C)n2)C1 (stereo unspecified),i,i,i,-3,-1,0,0,i,i,i,-3
CN(C)Cc1c(O)ccc2occ(C(O)c3ccccc3)c12 (stereo unspecified),i,i,i,-11,1,14,-3,i,i,i,-1
O=C(NCCN1CCCCC1)c1ccc(Oc2cc(Cl)cc(Cl)c2)o1,i,i,i,-8,4,-2,·,i,i,i,2
O=C(OCc1nnc(-c2ccccc2)o1)C12CC3CC(CC(Br)(C3)C1)C2,i,i,i,-14,·,4,·,i,i,i,1
O=c1c(-c2ccccc2)c(O)c2cccc3c2n1CCC3,i,i,i,3,-3,-2,-10,i,i,i,0
CC1(c2nnc(-c3cccc(Cl)c3)o2)CC(c2ccc(F)cc2)=NO1 (stereo unspecified),i,i,i,-2,-1,-2,4,i,i,i,3
CC1(C)CC(=O)C2=C(C1)NC1=C(C(=O)c3ccccc31)C2c1ccccc1 (stereo unspecified),i,i,i,-6,·,8,·,i,i,i,-1
CCOc1ccc(OCc2cccc(C(=O)O)c2)cc1,i,i,i,1,-2,-3,-3,i,i,i,-3
O/N=C1\CCCC\C1=C/c1ccccc1,i,i,i,-3,-1,0,0,i,i,i,0
Cc1cc(C(=O)NC2CCCN(Cc3ccccc3F)C2)no1 (stereo unspecified),i,i,i,-6,-2,-2,0,i,i,i,3
CN(C)c1ccc(NS(=O)(=O)c2ccc(-c3csnn3)cc2)cc1,i,i,i,-5,1,·,11,i,i,i,-4
CN(CC(=O)NCc1ccccn1)S(=O)(=O)c1ccc(F)cc1,i,i,i,-8,-1,-3,0,i,i,i,4
COc1ccc(CC(=O)N/N=C(\C)c2cccnc2)cc1OC,i,i,i,-13,-1,-4,5,i,i,i,-3
COP1(=O)C[C@@H](O)[C@@H](O)[C@@H](COCc2ccccc2)O1 (stereo partly specified),i,i,i,-8,-4,2,-2,i,i,i,4
O=C(N[C@@H](c1ccccc1)[C@@H]1C[C@H]1C(=O)O)OCc1ccccc1,i,i,i,-9,-5,-5,-2,i,i,i,-3

These rows are one share of the data, so the mix of outcomes need not match the whole.
